Compound activity: PubChem, National Center for Advancing Translational Sciences (NCATS)
AT treatment: potential ataxia-telangiectasia treatment | […] A-T fibroblasts, KAP-1 phosphorylation AlphaLISA; neocarzinostatin DNA damage 30 min before lysis | AID 485349 | 320,000 tested, 0.19% active | Potency, µM (series often up to 57.5 µM), for the others: at the highest dose activation, actives largely listed as activators; also: potency is read from the fitted curve at half-maximal effect; % of control where 0% means no effect; nearly all actives have a fitted effect of over 45% in size
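ATM-like activity read as KAP-1 phosphorylation via AlphaLISA donor/acceptor antibody pairs after lysis and 6 hr at 25C. Cells were ATM-null patient fibroblasts ([…], hTERT), dosed 60 min, then exposed to the DSB inducer NCS for 30 min.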
Integrin act MD: activates integrin-mediated alleviation for muscular dystrophy | alpha7betagal myoblasts, beta-gal FDG fluorescence, 48 h | Potency, µM (highest dose often 38.3 µM), without a hit: at the top dose activation, most hits filed as activators | 350,000 tested, 0.064% active | AID 624291;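 also: potency is read from the fitted curve at half-maximal effect; 100% = response of the positive control SU9516; nearly all actives have a fitted effect of over 60% in size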
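Alpha7betagal+/- myoblasts (passage 13) were plated 16-24 hr, then exposed to compounds (1:260 dilution of DMSO stock) for 48 hours at 37C. After MPER lysis, β-galactosidase reporter activity was read as FDG fluorescence (ex 480/em 540) after 30 minutes.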
Mito fusion yeast: mitochondrial division inhibition or fusion activation | S. cerevisiae fusion-defective mutant growth rescue, CellTiterGlo 48 h | Potency, µM (titrated, usually from 46.1 µM), for inactives: at the highest dose growth rescue (activation), usual class: activators | 320,000 tested, 0.23% active;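 also: potency is read from the fitted curve at half-maximal effect; % of control where 0% means no effect; nearly all actives have a fitted effect of over 45% in size; temperature-sensitive fusion mutants such as fzo1-1 at 37 °C on non-fermentable ethanol glycerol medium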
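S. cerevisiae fusion-defective temperature-sensitive mutants (e.g. fzo1-1, mgm1-5) grown 48 h at 37C in YPEG (ethanol/glycerol non-fermentable) medium with 23 nl compound per well; growth rescue read as CellTiterGlo luminescence.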
TSG101-PTAP inh: blocks PTAP/TSG101 interaction to inhibit HIV-1 budding; Q99816; Potency, µM (top dose mostly 115 µM), without a hit: at the top dose activity change, negative = inhibition, hits mostly inhibitors; 340,000 tested, under 10 active; Fluorescence polarization, FITC-PTAP peptide / Tsg101 binding; active = well fitted inhibition curve with a large enough effect in the main read-out, with a control signal flat, not every such curve was filed as active; inconclusive = small, poorly fitted or top-dose-only effect, or effect the other way, or a change in a side signal; inactive = no such curve, though single readings can be large or run the other way; also: potency is read from the fitted curve at half-maximal effect; % of control where 0% means no effect
Target sequence (Q99816 whole entry, looked up): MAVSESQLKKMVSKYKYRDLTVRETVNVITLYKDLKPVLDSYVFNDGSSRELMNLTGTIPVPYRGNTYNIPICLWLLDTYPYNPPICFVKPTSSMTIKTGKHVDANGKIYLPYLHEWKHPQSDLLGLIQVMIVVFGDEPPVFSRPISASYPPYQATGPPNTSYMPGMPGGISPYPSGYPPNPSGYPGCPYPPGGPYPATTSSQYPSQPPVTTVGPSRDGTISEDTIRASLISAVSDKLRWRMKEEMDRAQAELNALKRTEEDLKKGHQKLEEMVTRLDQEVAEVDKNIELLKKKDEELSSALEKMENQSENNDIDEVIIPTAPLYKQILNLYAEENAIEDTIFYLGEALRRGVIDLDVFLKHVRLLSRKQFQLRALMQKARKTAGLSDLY
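Steps: Tsg101 binding domain dispensed (10 uM final), compounds pinned in DMSO, FITC-labeled PTAP-motif peptide added (50 nM final); after 20 min binding at room temperature, polarization measured.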
TSHR antagonist: blocks TSH signaling through the human TSH receptor; P16473; TSHR-expressing cells, TSH-stimulated cAMP HTRF, 2 h; hits give low values; activity change, negative = inhibition, % at 11.5 µM; 330,000 tested, 0.2% active; AID 504810;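 active = activity change below a set negative limit, meaning inhibition stronger than a set level, cut at about -70% in these data; inconclusive = activity change between two set negative limits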; also: % is scaled to controls: 0 for no effect and ±100 for the full control effect
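Inhibition of cAMP made by TSHR-expressing cells under TSH stimulation (4nM final, EC80; 2 h, 37 deg C) is quantified with a one-step lysis HTRF kit, anti-cAMP cryptate versus cAMP-d2.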
Menin-MLL TR inh: menin-MLL binding inhibition, Texas Red mutant peptide. O00255. Menin + Texas Red MLL mutant peptide, fluorescence polarization. Potency, µM (top dose mostly 61.6 µM), inactives show at the top dose FP activity change, negative = inhibition, usual class: inhibitors. 270,000 tested, 0.23% active. AID 1768; active = well fitted inhibition curve with a large enough effect in the polarisation, with a control signal flat, not every such curve was filed as active; inconclusive = small, poorly fitted or top-dose-only effect, or effect the other way, or a change in a side signal; inactive = no such curve, though single readings can be large or run the other way; the % refers to the polarisation; also: potency is read from the fitted curve at half-maximal effect; % of control where 0% means no effect; many of its hits are not listed in these tables
MBNL1-CUG inh: blocks human MBNL1 binding to CUG repeat RNA. Q9NR56. TR-FRET MBNL1-His/biotin-(CUG)12 binding, 665/545 ratio. Potency, µM (top dose mostly 57.5 µM), for inactives: at the highest dose activity change, negative = inhibition, usual class: inhibitors. 280,000 tested, 0.036% active. AID 2675; active = well fitted inhibition curve with a large enough effect in the signal ratio, with a control signal flat, not every such curve was filed as active; inconclusive = small, poorly fitted or top-dose-only effect, or effect the other way, or a change in a side signal; inactive = no such curve, though single readings can be large or run the other way; the % refers to the signal ratio; also: potency is read from the fitted curve at half-maximal effect; % is scaled to controls: 0 for no effect and ±100 for the full control effect
Target sequence (Q9NR56 whole entry, looked up): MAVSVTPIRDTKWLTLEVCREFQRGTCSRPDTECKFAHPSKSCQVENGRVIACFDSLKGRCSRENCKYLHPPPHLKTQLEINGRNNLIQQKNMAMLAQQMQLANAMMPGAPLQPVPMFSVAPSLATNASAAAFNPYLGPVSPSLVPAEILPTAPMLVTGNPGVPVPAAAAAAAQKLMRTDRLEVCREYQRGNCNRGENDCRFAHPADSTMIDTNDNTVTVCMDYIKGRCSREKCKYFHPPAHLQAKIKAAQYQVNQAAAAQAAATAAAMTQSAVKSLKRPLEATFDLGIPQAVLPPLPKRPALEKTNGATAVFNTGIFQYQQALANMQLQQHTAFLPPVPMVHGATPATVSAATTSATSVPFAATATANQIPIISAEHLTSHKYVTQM
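TR-FRET between His-tagged MBNL1 and biotin-(CUG)12 RNA, detected with Tb anti-His antibody (0.055 ng/ul) and streptavidin-XL665 (5 nM), 60 min at room temperature. Compounds titrated 92 nM to 58 uM; 665/545 nm ratio normalized to buffer and complex controls.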
CXXC DNA block: blocks binding of human MLL CXXC domain to DNA; Q03164; MLL-CXXC / FITC-HOXA9 DNA fluorescence polarization; 290,000 tested, 0.037% active; Potency, µM (series often up to 115 µM), for the others: at the highest dose activity change, negative = inhibition, hits mostly inhibitors; active = well fitted inhibition curve with a large enough effect in the polarisation, with a control signal flat, not every such curve was filed as active; inconclusive = small, poorly fitted or top-dose-only effect, or effect the other way, or a change in a side signal; inactive = no such curve, though single readings can be large or run the other way; the % refers to the polarisation; also: potency is read from the fitted curve at half-maximal effect
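Purified MLL-CXXC (added from a 7 uM solution) was preincubated 5 min at ambient with pinned compounds in 50 mM Tris-HCl pH 7.5, 50 mM NaCl, 1 mM DTT, 0.05% BSA. Fluorescein-labeled HOX-A9 DNA (50 nM solution) followed, 30 min, then polarization read.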
TCR activator: activators of T cell receptors. Potency, µM (series often up to 9.22 µM), for the others: top-dose activation of IL-2 secretion, hits mostly activators. 330,000 tested, under 10 active. primary human leukocytes, anti-CD3, IL-2 HTRF, 48 h; also: % of control where 0% means no effect
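TCR engagement came from a-CD3 beads alone, with compounds added to primary human leukocytes for 48 hr. Secreted IL-2 bridged europium cryptate- and d2-labelled anti-IL-2 antibodies, giving FRET emission at 665nm after 320nm excitation.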
ASM inhibitor: human S-ASM enzyme inhibition; AID 504937; Potency, µM (doses to about 57.5 µM), for the others: top-dose activity change, negative = inhibition, actives largely listed as inhibitors; P17405; 340,000 tested, 0.006% active; placental ASM, HMU-PC fluorogenic substrate, 60 min; also: potency is read from the fitted curve at half-maximal effect
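Fluorescence read-out (Ex 386 nm, Em 447 nm) after stopping the reaction at pH 10. Enzyme: ASM from human placenta; substrate HMU-PC0, 9 uM final; 60 min, 37 °C. Compound preincubation 10 min, ambient temperature.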
* marks the source's active call; other numbers are inactive results; & = joins results of further samples; [ ] = another dose, or the depositor's remark. Unless noted, calls follow the shape of the dose curve; as a rule, active = well fitted curve in the direction sought with a large enough effect; inconclusive = small, poorly fitted or top-dose-only effect, or another doubt; inactive = no such curve, though single readings can be large; an effect the other way counts as inactive or inconclusive. These rows are one share of the data; the hit share may differ from the screen's.

`CCOC(=O)c1c(C)[nH]c(C)c1C(=O)COC(=O)c1cc(OC)c(OC)cc1OC` gave AT treatment 0.9%, Integrin act MD -2.1%, Mito fusion yeast -5.5%, TSG101-PTAP inh -6.5%, TSHR antagonist 6.7, Menin-MLL TR inh -15.7%, MBNL1-CUG inh -2.2%, CXXC DNA block 9.5%, TCR activator -7.3% and ASM inhibitor 0.3%.
Screening COc1ccc2cc(CN(CC3COCCO3)S(=O)(=O)c3ccc(Cl)cc3)c(=O)[nH]c2c1 (stereo not drawn) returned AT treatment 7.7%, Integrin act MD 13.2%, Mito fusion yeast 11.7%, TSG101-PTAP inh -8.9%, TSHR antagonist 1.3, Menin-MLL TR inh 3.5%, MBNL1-CUG inh 4.2%, CXXC DNA block -4.9%, TCR activator -1.3% and ASM inhibitor 2.5%.
For Cc1occc1C(=O)NNC(=O)CN1C(=O)NC2(CCCCC2)C1=O the results were AT treatment 1.7%, Integrin act MD 26.2%, Mito fusion yeast 3.0%, TSG101-PTAP inh -0.5%, TSHR antagonist 3.4, TCR activator -5.6% and ASM inhibitor 1.4%.
Screening O=C(COc1coc(CN2CCCc3ccccc32)cc1=O)Nc1ccccc1 returned AT treatment -1.5%, Integrin act MD 0.7%, Mito fusion yeast 6.5%, TSG101-PTAP inh 0.7%, TSHR antagonist -18.2, TCR activator -23.4% and ASM inhibitor 0.0%.
For CCOC(=O)c1sc2nc(SCC(=O)N(CC)CC)n(CCCN3CCCC3=O)c(=O)c2c1C the results were AT treatment 11.9%, Integrin act MD -32.0%, Mito fusion yeast 29.0%, TSG101-PTAP inh -10.8%, TSHR antagonist 0.0, Menin-MLL TR inh -29.0%, MBNL1-CUG inh 8.7%, CXXC DNA block 22.5%, TCR activator 0.1% and ASM inhibitor -2.0%.
Screening C=CCNC(=S)NNC(=O)C(CCC(C)C)CC(C)O (stereo not drawn) returned AT treatment -2.7%, Integrin act MD -10.6%, Mito fusion yeast -2.0%, TSG101-PTAP inh -3.4%, TSHR antagonist -3.9, Menin-MLL TR inh -4.6%, MBNL1-CUG inh 4.3%, CXXC DNA block -5.3%, TCR activator -7.4% and ASM inhibitor 1.9%.
`COc1ccccc1CNC(=O)C1CCN(S(=O)(=O)c2ccc(N3CCCC3=O)cc2)CC1` gave AT treatment 25.5%, Integrin act MD 6.0%, Mito fusion yeast -2.9%, TSG101-PTAP inh -6.9%, TSHR antagonist 17.0, MBNL1-CUG inh -7.4%, CXXC DNA block -0.6%, TCR activator -4.2% and ASM inhibitor -0.5%.
For Cc1cc(C)cc(NC(=O)COC(=O)CCc2ccc(S(=O)(=O)N3CCOCC3)cc2)c1 the results were AT treatment 17.4%, Integrin act MD 5.3%, Mito fusion yeast 5.4%, TSG101-PTAP inh -2.9%, TSHR antagonist -6.8, Menin-MLL TR inh 23.5%, MBNL1-CUG inh -6.1%, CXXC DNA block 15.8%, TCR activator 2.1% and ASM inhibitor -2.3%.
Screening COc1cc(/C=C/C(=O)OCC(=O)N2CCCCCC2)ccc1OCC#N returned AT treatment -0.6%, Integrin act MD -39.4%[inhibitor], Mito fusion yeast 3.4%, TSG101-PTAP inh -1.8%, TSHR antagonist -1.8, Menin-MLL TR inh -21.4%, MBNL1-CUG inh inconclusive, CXXC DNA block 5.8%, TCR activator -6.4% and ASM inhibitor 8.2%.
Screening COc1cccc(CNc2ccc(F)c(Cl)c2)c1OC returned AT treatment -1.6%, Integrin act MD -4.2%, Mito fusion yeast 5.0%, TSG101-PTAP inh -0.8%, TSHR antagonist -12.7, Menin-MLL TR inh 21.9%, MBNL1-CUG inh -7.2%, CXXC DNA block -0.4%, TCR activator 3.2% and ASM inhibitor -3.0%.
Cc1ccc(S(=O)(=O)NCCc2ccncc2)cc1 was read as AT treatment 10.9%, Integrin act MD -11.7%[7.66 µM], Mito fusion yeast -1.0%, TSG101-PTAP inh -5.4%, TSHR antagonist -5.0, Menin-MLL TR inh -6.7%, MBNL1-CUG inh -5.5%, CXXC DNA block -6.5%, TCR activator 2.2% and ASM inhibitor 2.9%.
For COc1ccc(C(=O)N=C2SC3CS(=O)(=O)CC3N2c2ccc(C(C)=O)cc2)cc1 (stereo not drawn) the results were AT treatment 0.3%, Integrin act MD 43.5%, Mito fusion yeast -0.6%, TSG101-PTAP inh -11.4%, TSHR antagonist -9.3, Menin-MLL TR inh inconclusive, MBNL1-CUG inh -0.6%, CXXC DNA block -17.9%, TCR activator 1.5% and ASM inhibitor -3.0%.
Nc1ccc(-c2nc3ccc([N+](=O)[O-])cc3[nH]2)cc1 was read as AT treatment -7.4%, Integrin act MD 13.0%, Mito fusion yeast 1.5%, TSG101-PTAP inh 0.0%, TSHR antagonist 2.4, Menin-MLL TR inh 13.9%, CXXC DNA block 8.8%, TCR activator 3.8%[46.1 µM] and ASM inhibitor -9.9%.
`O=C(NCC(=O)N1CCCC(C(F)(F)F)C1)c1cccs1` (stereo not drawn) gave Integrin act MD 8.5%, TSG101-PTAP inh 2.3%, TCR activator -0.6% and ASM inhibitor 2.4%.
Screening CCc1c(C)sc(NC(=O)Cc2ccccc2C)c1C(=O)N1CCOCC1 returned AT treatment 0.6%, Integrin act MD 27.2%, Mito fusion yeast 1.6%, TSG101-PTAP inh -3.0%, TSHR antagonist 6.1, MBNL1-CUG inh 1.0%, CXXC DNA block -0.3%, TCR activator -4.5% and ASM inhibitor 5.8%.
`COc1cccc(/C=N/NC(=O)CC2C(=O)NN=C2C)c1O` (stereo not drawn) gave AT treatment 2.4%, Integrin act MD 8.9%, Mito fusion yeast -3.0%, TSG101-PTAP inh -10.0%, TSHR antagonist -2.0, Menin-MLL TR inh 6.2%, MBNL1-CUG inh 6.1%, CXXC DNA block -6.8%, TCR activator -0.9% and ASM inhibitor 61.2%.
For Cc1c(Cl)cccc1NC(=S)N1CCc2ccccc2C1 the results were AT treatment -2.8%, Integrin act MD 13.9%, Mito fusion yeast -4.2%, TSG101-PTAP inh -3.1%, TSHR antagonist -4.5, Menin-MLL TR inh 5.8%, MBNL1-CUG inh -0.2%, CXXC DNA block 12.0%, TCR activator 0.0% and ASM inhibitor -3.4%.
For COc1cccc(C(=O)NNC(=O)C2CC(C)=C(C)CC2C(=O)O)c1 (stereo not drawn) the results were AT treatment 1.7%, Integrin act MD 5.2%, Mito fusion yeast -1.0%, TSG101-PTAP inh -2.0%, TSHR antagonist -14.0, Menin-MLL TR inh -13.1%, MBNL1-CUG inh 1.0%, CXXC DNA block 0.9%, TCR activator -27.8% and ASM inhibitor -0.4%.
Screening C#CCOCCOCCOCCNc1nc(N2CCN(C(=O)[C@H](CCCCN)n3cc(CCC(=O)O)nn3)CC2)nc(N2CCN(C(=O)[C@H](Cc3ccc(O)cc3)n3cc(CCO)nn3)CC2)n1 returned Integrin act MD -4.3%, TSG101-PTAP inh -1.4%, TCR activator 13.7% and ASM inhibitor 3.0%.
CC(C)CNC(=S)Nc1ccc(S(N)(=O)=O)cc1 was read as AT treatment 2.9%, Integrin act MD 7.9%, Mito fusion yeast -4.7%, TSG101-PTAP inh -8.2%, TSHR antagonist -8.7, Menin-MLL TR inh 1.9%, MBNL1-CUG inh -2.3%[11.5 µM], CXXC DNA block 4.7%, TCR activator 0.3%[46.1 µM] and ASM inhibitor 3.1%.
For COc1ccc(-c2nc(CSCC(=O)NCCCN3CCCC3=O)c(C)o2)cc1 the results were AT treatment 9.4%, Integrin act MD -4.9%, Mito fusion yeast 7.2%, TSG101-PTAP inh 0.9%, TSHR antagonist 2.4, Menin-MLL TR inh -5.2%, MBNL1-CUG inh -0.2%, CXXC DNA block 6.0%, TCR activator -1.5% and ASM inhibitor 9.5%.
O=C(N[C@@H](Cc1ccccc1)C(=O)CCl)OCc1ccccc1 was read as AT treatment inconclusive, Mito fusion yeast -31.8%&-28.3%[inhibitor], TSG101-PTAP inh -3.9%, TSHR antagonist inconclusive, Menin-MLL TR inh inconclusive, CXXC DNA block 16.6%, TCR activator -11.3% and ASM inhibitor -4.2%.
For CC(C)N1CCc2c(sc(N)c2C#N)C1 the results were AT treatment 3.4%, Integrin act MD -30.2%, Mito fusion yeast 2.2%, TSG101-PTAP inh 0.7%, TSHR antagonist -1.9, Menin-MLL TR inh -1.5%, MBNL1-CUG inh -5.4%, CXXC DNA block 8.4% and ASM inhibitor 164.3%[activator].
For CC(C)CC1(C)NC(=O)N(CC(=O)N2C(C)CCCC2C)C1=O (stereo not drawn) the results were AT treatment 0.0%, Integrin act MD 0.0%, Mito fusion yeast -0.5%, TSG101-PTAP inh -7.4%, TSHR antagonist 10.2, TCR activator 0.1% and ASM inhibitor 3.8%.
